Vif-APOBEC3G blk: qHTS for Inhibitors of Vif-A3G Interactions: qHTS; DNA dC->dU-editing enzyme APOBEC-3G (Homo sapiens), Q9HC16; HeLa A3G-eYFP + Vif (tagged APOBEC3G with the HIV-1 protein that degrades it), YFP fluorescence, overnight; Potency, µM (top dose mostly 46.1 µM), inactives show at the top dose activity, negative = active, most hits filed as inhibitors; hit rate 0.076% among 410,000; AID 602310, 2012;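 also: potency is read from the fitted curve at half-maximal effect; % is scaled to controls: 0 for no effect and ±100 for the full control effect; nearly all actives have a fitted effect of over 60% in size; hits raise eYFP signal because A3G escapes Vif-driven loss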
Target sequence (Q9HC16 whole entry, looked up): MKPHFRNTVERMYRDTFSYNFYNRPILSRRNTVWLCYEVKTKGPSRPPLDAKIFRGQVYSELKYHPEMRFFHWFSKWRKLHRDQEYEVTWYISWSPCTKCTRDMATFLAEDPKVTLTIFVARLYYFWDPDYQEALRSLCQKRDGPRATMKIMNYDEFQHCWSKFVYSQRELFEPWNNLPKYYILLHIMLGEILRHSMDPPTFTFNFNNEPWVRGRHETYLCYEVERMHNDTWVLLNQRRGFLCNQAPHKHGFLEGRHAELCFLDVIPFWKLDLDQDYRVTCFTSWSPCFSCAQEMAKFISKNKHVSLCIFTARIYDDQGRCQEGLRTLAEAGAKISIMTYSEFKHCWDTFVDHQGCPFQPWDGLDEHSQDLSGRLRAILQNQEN
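HeLa cells stably expressing Vif and C-terminally eYFP-tagged A3G, seeded overnight at 37 deg C, then exposed to compound by pintool overnight at 37 deg C. Rise in yellow fluorescence (Ex 488/Em 500-530, Acumen) marks blocked Vif-driven A3G degradation.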
ERG Ets-DNA blk: qHTS for Small Molecule Inhibitors of the ERG Ets/DNA interaction. fluorescence polarization, His-ERG Ets domain / labelled DNA. Potency, µM (series often up to 76.9 µM), for inactives: at the top dose FP activity, negative = inhibition, usual class: inhibitors. hit rate 0.028% among 370,000. AID 624246, 2012; active = well fitted inhibition curve with a large enough effect in the polarisation, with a control signal flat; inconclusive = small, poorly fitted or top-dose-only effect, or effect the other way, or a change in a side signal; inactive = no such curve, though single readings can be large or run the other way; the % refers to the polarisation;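 also: polarization taken with two DNA probes labelled with fluorescein and Texas red; potency is read from the fitted curve at half-maximal effect; % of control where 0% means no effect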
Target sequence (P11308 whole entry, looked up, the tested form may be a part): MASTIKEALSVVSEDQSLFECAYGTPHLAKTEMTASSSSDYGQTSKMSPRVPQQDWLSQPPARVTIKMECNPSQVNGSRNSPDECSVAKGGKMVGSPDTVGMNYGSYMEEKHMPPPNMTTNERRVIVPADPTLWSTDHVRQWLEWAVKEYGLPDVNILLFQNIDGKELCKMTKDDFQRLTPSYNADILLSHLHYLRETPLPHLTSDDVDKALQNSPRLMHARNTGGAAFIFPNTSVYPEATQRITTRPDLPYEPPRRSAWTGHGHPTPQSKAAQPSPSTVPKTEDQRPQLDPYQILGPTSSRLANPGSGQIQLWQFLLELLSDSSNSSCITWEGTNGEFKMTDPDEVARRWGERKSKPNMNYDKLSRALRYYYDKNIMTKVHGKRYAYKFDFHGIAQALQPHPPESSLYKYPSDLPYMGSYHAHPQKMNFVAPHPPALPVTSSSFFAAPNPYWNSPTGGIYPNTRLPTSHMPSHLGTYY
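His-tagged ERG Ets domain (1 uM in the protein solution; 300mM KCl, 50mM Tris-HCl, 1mM EDTA, 1mM DTT, pH 7.5) received compound, then a probe mix of 5 nM fluorescein-DNA and 100nM Texas-615-DNA. Fluorescence polarization was read for both dyes.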
LDHA inh: qHTS assay for inhibitors of human lactate dehydrogenase. L-lactate dehydrogenase A chain (Homo sapiens), P00338. purified LDHA, NADH/diaphorase-resazurin fluorescence; active compounds read low. activity change, % (values are at about 110 or 230 µM). hit rate 0.15% among 480,000; in the data active = activity change below about -30%; inconclusive = mostly about -25% to -30%;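 also: plate controls were DMSO wells for no effect and wells without enzyme for full effect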
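Remaining NADH was detected by diaphorase (0.133 mg/mL) converting 37 µM resazurin to fluorescent resorufin, read at 0 and 20 minutes. The preceding 5-minute room-temperature reaction used 2 nM LDHA, 0.2 mM sodium pyruvate and 0.06 mM NADH at pH 7.4.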
Glioma ERSR ind: qHTS for Inducers of the Endoplasmic Reticulum Stress Response (ERSR) in Human Glioma: qHTS; U87-MG GRP78 promoter luciferase reporter, 16 h; Potency, µM, for the others: top-dose activation, actives largely listed as activators; hit rate 0.02% among 420,000; also: potency is read from the fitted curve at half-maximal effect; series mostly up to about 76 µM; % of control where 0% means no effect; nearly all actives have a fitted effect of over 35% in size
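ERSR induction read as luciferase luminescence (Bright-Glo, 10 min at room temperature) in stably transfected human U87-MG glioma cells exposed to compounds for 16 h, using GRP78 as sensor.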
Vif-A3F inh: qHTS for Inhibitors of Vif-A3F Interactions: qHTS; hit rate 0.2% among 390,000; Potency, µM (titrated, usually from 46.1 µM), inactives show at the top dose activity, negative = active; HeLa A3F-eYFP + Vif (tagged APOBEC3F with the HIV-1 protein that degrades it), YFP fluorescence increase; also: potency is read from the fitted curve at half-maximal effect; % of control where 0% means no effect; nearly all actives have a fitted effect of over 65% in size
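HeLa cells stably expressing A3F-eYFP plus Vif, plated and incubated overnight at 37 deg C, then exposed to compounds overnight at 37 deg C. Blocked degradation read as raised yellow fluorescence (Ex 488/Em 500-530).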
D2 agonist: HTS Assay for Allosteric Agonists of the Human D2 Dopamine Receptor: Primary Screen for Agonists | D(2) dopamine receptor (Homo sapiens), P14416 | HEK293 T-REx D2 cells, calcium flux agonist mode | activation, % at 2 µM | hit rate 0.53% among 340,000 | AID 485358, 2010;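 active = activation over 3 SD above normal in the single-dose calcium agonist read, cut at about 30% in these data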; also: 0% is about no effect
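Tetracycline-induced HEK293 T-REx cells with force-coupled D2 receptor, plated overnight at 30 C, loaded with no-wash calcium dye. After a 10 s baseline, compound was pin-added and calcium flux read kinetically for 180 s; calcium rises flagged agonists.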
D2 antag: HTS Assay for Allosteric Antagonists of the Human D2 Dopamine Receptor: Primary Screen for Antagonists | inhibition, % at 10 µM | D(2) dopamine receptor (Homo sapiens), P14416 | AID 485344, 2010 | hit rate 2% among 340,000 | HEK293 TREx D2 cells, calcium flux, dopamine EC80; in the data active = inhibition above about 30%; also: 0% is about no effect
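Cells plated overnight at 30 C with tetracycline; no-wash calcium dye, 30–90 min RT; 10 s baseline; compound pinned; 180 s read; EC80 dopamine added; another 180 s read.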
RGS4 inh: Inhibitors of Regulator of G Protein Signaling (RGS) 4: qHTS; Regulator of G-protein signaling 4 (Homo sapiens), P49798; Transcreener GDP fluorescence polarization, RGS4-accelerated GTP hydrolysis; Potency, µM (doses to about 114 µM), for inactives: top-dose activity change, negative = inhibition, most hits filed as inhibitors; hit rate 0.039% among 390,000; also: potency is read from the fitted curve at half-maximal effect; % is scaled to controls: 0 for no effect and ±100 for the full control effect; nearly all actives have a fitted effect of over 75% in size; some results filed as inactive show a strong effect at the top dose
Target sequence (P49798 whole entry, looked up): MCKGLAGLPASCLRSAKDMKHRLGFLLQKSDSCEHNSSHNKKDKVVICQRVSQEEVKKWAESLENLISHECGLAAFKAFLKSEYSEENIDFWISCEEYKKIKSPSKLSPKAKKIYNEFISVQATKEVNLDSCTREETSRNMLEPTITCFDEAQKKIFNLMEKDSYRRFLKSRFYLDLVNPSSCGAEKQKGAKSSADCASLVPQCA
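MLSMR compounds (23 nl, pin-transferred) preincubated 10 min at room temperature with a 500nM (2x) first reagent, then RGS4 at 900nM (2x) plus Transcreener GDP mix added; fluorescence polarization (620/688 nm) read before and after 90 min at 30 °C.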
12-LOX inh: Primary qHTS assay for inhibitors of human arachidonate 12S-lipoxygenase (ALOX12): Round 2. Polyunsaturated fatty acid lipoxygenase ALOX12 (Homo sapiens), P18054. purified 12hLO, xylenol orange hydroperoxide absorbance. Potency, µM (top dose mostly 108 µM), for the others: at the highest dose activity change, negative = inhibition, most hits filed as inhibitors. hit rate 1.1% among 580,000. AID 1671190, 2021; also: potency is read from the fitted curve at half-maximal effect; % is scaled to controls: 0 for no effect and ±100 for the full control effect
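Hydroperoxide product was detected by ferrous iron/xylenol orange as the 573 to 405 nm absorbance ratio. Arachidonic acid at 40 uM (final) was turned over for 30 min at room temperature by 150 nM human 12hLO, pH 7.0 Hepes buffer, after 15 min compound preincubation.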
Starred values were filed as active, the others as inactive; i = inactive; u = inconclusive; x = not tested or not shown; [ ] = dose if it differs, or a comment. Unless noted, calls follow the shape of the dose curve; as a rule, active = well fitted curve in the direction sought with a large enough effect; inconclusive = small, poorly fitted or top-dose-only effect, or another doubt; inactive = no such curve, though single readings can be large; an effect the other way counts as inactive or inconclusive. A portion of the library, so the mix of outcomes need not match the whole.

SMILES | Vif-APOBEC3G blk | ERG Ets-DNA blk | LDHA inh | Glioma ERSR ind | Vif-A3F inh | D2 agonist | D2 antag | RGS4 inh | 12-LOX inh
COc1ccc(NC(=O)NCc2cccn2Cc2ccc(F)cc2)cc1OC | 1% | -2% | 0 | -4% | 3% | x | x | 3% | -7%
CSCC[C@H](NC(=O)C1CCN(S(=O)(=O)c2ccccc2)CC1)C(=O)NC1CC1 | 2% | -7% | 1 | -1% | -5% | 0.4 | 9 | 17%[11.4 µM] | 15%
Cc1nnc2ccc(-c3ccc(NS(=O)(=O)c4ccc(Cl)s4)cc3)nn12 | -7% | -5% | -4 | 0% | -1% | -0.6 | -26 | -4% | i
COc1ccc(N2C(=O)CCC2=O)c(OC)c1 | -1% | 3% | -5 | -4% | 12% | 1.1 | 12 | -33% | -2%
CCOC(=O)c1nc(SC)n(C)c1C(=O)OCC | 0% | -3% | 1 | -2% | 2% | -0.8 | 21 | -5% | 13%
CCOc1ccc(N(C)C(=O)C2CCN(S(=O)(=O)c3ccc4c(c3)CCCN4C(C)=O)CC2)cc1 | 2% | -4% | -7 | -6% | 4% | -1.5 | x | -17% | -16%
O=C(NC1CC(=O)N(c2cccc(F)c2)C1)c1cccs1 (stereo not given) | -7% | 0% | 0 | -4% | 9% | 0.7 | x | 3% | -27%
Cc1ccccc1OCC(=O)NCCNC(=O)c1ccccn1 | -4% | 8% | 2 | 3% | 9% | x | x | -13% | -4%
O=C(CSc1ncn[nH]1)Nc1cccc(S(=O)(=O)N2CCCCCC2)c1 | -3% | 6% | -9 | 0% | 5% | -0.6 | -5 | 4% | 0%
CCOCCCNC(=O)CN1CCN(c2ccc(F)cc2)CC1 | 1% | x | -18 | -2% | -9% | -0.4 | 9 | -20% | u
COc1ccc(NC(=O)CCSc2cc(C)c3ccccc3n2)cc1 | -6% | 0% | -6 | -6% | x | 0.7 | 16 | 46% | 5%
O=C(Nc1c(F)cccc1F)c1ccc2c(c1)CCN2S(=O)(=O)c1ccccc1 | -6% | 0% | -2 | -3% | 2% | 0.4 | -5 | 3% | 50%[activator]
CC(=O)N1CCc2cc(S(=O)(=O)NCCCN3CCC(C)CC3)ccc21 | -4% | 8% | -2 | -5% | -3% | x | x | -22% | -25%
CN(CCCNC(=O)Cn1cccc1C(=O)c1ccccc1)C1CCCCC1 | 9% | -14% | -3 | -2% | -17% | 0.5 | 7 | -7% | 19%
CSc1cccc(-c2nnc(NC(=O)c3cccc(N4C(=O)CCC4=O)c3)o2)c1 | 0% | 0% | -3 | -2% | -2% | 0.0 | 10 | 13% | -11%
Cc1cnc(NC(=O)Cc2ccccc2F)s1 | 1% | 7% | -5 | 1% | -20% | 0.0 | -5 | -22% | u
O=C(Nc1cnn(Cc2ccc(F)cc2)c1)c1noc2c1CCCC2 | -11% | 5% | 0 | 8% | -13% | -0.2 | 20 | -10% | 8%
Cc1ccc(OCCCC(=O)Nc2cc(S(=O)(=O)N3CCOCC3)ccc2N2CCOCC2)cc1 | 0% | 2% | -2 | -4% | 2% | -1.4 | 3 | 7% | -32%
CCCCNC(=O)/C(=C/c1ccccc1)NC(C)=O | -1% | 7% | -9 | -4% | 6% | 0.2 | 0 | -6% | -1%
c1ccc(N2CCN(c3cnc4ccccc4n3)CC2)cc1 | -1% | 3% | 2 | -11% | -2% | -1.6 | -13 | -30% | 0%
CC1(C)CC(=O)c2cc(-c3nc(-c4ccccc4)cs3)c(=O)[nH]c2C1 | -1% | 5% | -9 | -1% | -25% | 0.9 | x | 9% | 1%
Cc1nc(NCCC(C)C)c2nnn(Cc3ccccc3)c2n1 | -10% | 15% | 0 | -1% | 2% | 1.5 | -14 | -31% | -2%
COc1ccc(-n2c(SCC(=O)Nc3cc(C)on3)nc3ccccc3c2=O)cc1Cl | 2% | -8% | -5 | -2% | 1% | 18 | 1 | 8% | 0%
Cc1ccc2oc(=O)c3cc(C(=O)NCCc4ccc(Cl)cc4)sc3c2c1 | 1% | -1% | 0 | -1% | -8% | -1.0 | x | -21% | -21%
Cc1ccc(C(=O)NCC(=O)N/N=C/c2cccs2)cc1[N+](=O)[O-] | -1% | 6% | -3 | -1% | 5% | 0.3 | -7 | 0% | 8%
Cn1c(=O)[nH]c(=O)c2c1nc(Br)n2CCSc1ncccn1 | 1% | -26% | -7 | -4% | -4% | 1.4 | 3 | 3% | 13%
Cc1[nH]c2ccccc2c1C(=O)COC(=O)c1c(-c2c(F)cccc2Cl)noc1C | -1% | 0% | -2 | -6% | 2% | 2.0 | -1 | -13% | -1%
COc1ccc(/C=C/C(=O)N(CC(C)C)CC(C)C)cc1Br | 4% | -10% | 8 | 1% | -9% | 0.4 | 5 | -25% | -11%
CCc1ccccc1NC(=O)c1ccc(-c2csc(C)n2)cc1 | -1% | -3% | -6 | 1% | 2% | 1.1 | 2 | -1% | 8%
CC(C)OC(=O)Nc1ccc(Oc2c(F)c(F)c(F)c(F)c2F)cc1 | -17% | -6% | -2 | -5% | 7% | -1.9 | -7 | 4% | 494%[activator]
Cc1ccc2oc(=O)c3cnn(CC(=O)NCCC(C)C)c3c2c1 | 1% | -8% | 1 | 0% | 3% | -0.6 | 20 | -9% | 36%[activator]
O=C(Nc1ccc2oc(-c3ccncc3)nc2c1)c1ccccc1F | 0% | -14% | 1 | 0% | -3% | 0.6 | 17 | -41% | 0%
COc1ccc(OC)c2cc3ccccc3cc12 | -12% | x | 24 | -3% | -7% | x | x | u | u
O=C(Nc1nnc(-c2ccc(Cl)s2)o1)C1CC1 | 0% | -8% | -3 | -3% | -17% | -0.9 | 0 | 5% | -3%
Cc1ccccc1NNC(=O)C(=O)NNc1ccccc1C | -15% | 1% | -7 | 0% | -1% | 0.1 | 3 | 24% | u
COc1ccc(OCc2cc(C(=O)N3CCCC3)no2)c2ccccc12 | -20% | 0% | 9 | 3% | -11% | 0.9 | 10 | -17% | 0%

Single records, as listed above.
Results for CC(C)OC(=O)Nc1ccc(Oc2c(F)c(F)c(F)c(F)c2F)cc1 : Vif-APOBEC3G blk = -17%; ERG Ets-DNA blk = -6%; LDHA inh = -2; Glioma ERSR ind = -5%; Vif-A3F inh = 7%; D2 agonist = -1.9; D2 antag = -7; RGS4 inh = 4%; 12-LOX inh = 494%[activator]
Results for Cc1ccccc1NNC(=O)C(=O)NNc1ccccc1C : Vif-APOBEC3G blk = -15%; ERG Ets-DNA blk = 1%; LDHA inh = -7; Glioma ERSR ind = 0%; Vif-A3F inh = -1%; D2 agonist = 0.1; D2 antag = 3; RGS4 inh = 24%; 12-LOX inh = u

(next part)
SMILES | Vif-APOBEC3G blk | ERG Ets-DNA blk | LDHA inh | Glioma ERSR ind | Vif-A3F inh | D2 agonist | D2 antag | RGS4 inh | 12-LOX inh
Cc1nc(N)[nH]c(=O)c1CCCNc1ccc(CCCCC2(CCl)OCCO2)cc1 | 4% | -19% | 2 | -2% | 1% | x | x | -14% | -23%
Cc1cccc(C)c1NC(=S)NCCc1ccccn1 | -4% | -2% | -7 | -2% | 0% | 0.3 | 17 | -1% | -19%
O=C(O)C1CCN(c2ccc([N+](=O)[O-])cc2[N+](=O)[O-])CC1 | 1% | 3% | 1 | -1% | -14% | 1.8 | 9 | -5% | u
Cc1nc(-c2ccccc2)sc1-c1ccc(SCC(=O)NCc2ccc(Cl)cc2)nn1 | 0% | 0% | -4 | 0% | 0% | 0.6 | x | -7% | -11%
O=C(O)CC1c2ccccc2CCN1S(=O)(=O)c1ccc(F)cc1 (stereo not given) | 8% | 7% | -7 | -6% | 5% | -0.8 | -9 | -10% | 15%
CCOc1ccccc1NC(=O)C1CCN(S(=O)(=O)c2ccc(Br)cc2)CC1 | -3% | 1% | 2 | -2% | -4% | 0.4 | x | -14% | 5%
CC(C)(C)c1cc(CCC(=O)NN)cc(C(C)(C)C)c1O | 1% | -2% | -6 | -3% | 1% | 0.5 | 5 | 4% | 0%
Cc1ccc(-c2nn(-c3ccccc3)cc2/C=C2\SC(=S)N(CC(=O)O)C2=O)cc1 | 4% | -12% | -2 | 2% | 9% | x | x | u | u

Gathered by group, the entries above with a nitro group on carbon.
SMILES | Vif-APOBEC3G blk | ERG Ets-DNA blk | LDHA inh | Glioma ERSR ind | Vif-A3F inh | D2 agonist | D2 antag | RGS4 inh | 12-LOX inh
Cc1ccc(C(=O)NCC(=O)N/N=C/c2cccs2)cc1[N+](=O)[O-] | -1% | 6% | -3 | -1% | 5% | 0.3 | -7 | 0% | 8%
O=C(O)C1CCN(c2ccc([N+](=O)[O-])cc2[N+](=O)[O-])CC1 | 1% | 3% | 1 | -1% | -14% | 1.8 | 9 | -5% | u

High-throughput results as filed in PubChem BioAssay.
